Screening results from PubChem.
ALDH1A1 block – qHTS Assay for Inhibitors of Aldehyde Dehydrogenase 1 (ALDH1A1); Purified ALDH1A1, NADH fluorescence, propionaldehyde substrate; 220,000 compounds, 7.3% hits; Potency, µM (titrated, usually from 75.3 µM), for inactives: at the highest dose activity, negative = inhibition, usual class: inhibitors; Aldehyde dehydrogenase 1A1 (Homo sapiens), P00352; AID 1030, 2008; active means well fitted inhibition curve with a large enough effect, not every such curve was filed as active; inconclusive means small, poorly fitted or top-dose-only effect, or another doubt; inactive means no such curve, though single readings can be large or run the other way;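 further: plate controls were no enzyme wells and a reference inhibitor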
Target sequence (P00352 whole entry, looked up): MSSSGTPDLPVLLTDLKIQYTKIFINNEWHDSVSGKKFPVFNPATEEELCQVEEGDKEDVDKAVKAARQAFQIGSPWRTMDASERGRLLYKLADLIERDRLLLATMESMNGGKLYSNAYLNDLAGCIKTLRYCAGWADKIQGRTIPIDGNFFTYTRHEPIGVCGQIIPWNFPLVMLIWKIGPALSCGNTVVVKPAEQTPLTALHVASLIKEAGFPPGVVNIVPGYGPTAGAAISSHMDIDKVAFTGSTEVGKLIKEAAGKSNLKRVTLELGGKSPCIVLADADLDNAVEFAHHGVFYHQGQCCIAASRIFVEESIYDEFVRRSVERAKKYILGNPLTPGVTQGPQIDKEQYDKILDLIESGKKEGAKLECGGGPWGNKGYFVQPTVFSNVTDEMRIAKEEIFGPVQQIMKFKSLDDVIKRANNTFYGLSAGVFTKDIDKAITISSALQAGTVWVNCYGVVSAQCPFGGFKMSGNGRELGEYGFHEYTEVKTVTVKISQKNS
GoLoco inh red – qHTS Assay for Inhibitors of RGS12 GoLoco Motif Activity (Red Fluorophore) | Guanine nucleotide-binding protein G(i) subunit alpha-1 (Homo sapiens), P63096 | 230,000 compounds, 0.44% hits | Gai1:RGS12 GoLoco peptide FP, rhodamine, 10 min | Potency, µM (highest dose often 61.6 µM), for inactives: top-dose activity, negative = inhibition, usual class: inhibitors; active means well fitted inhibition curve with a large enough effect, not every such curve was filed as active; inactive means no such curve, though single readings can be large or run the other way; further: on the % scale 0 is the no-effect control and ±100 the full control effect; nearly all actives have a fitted effect of over 30% in size; many of its hits are not listed in these tables
Target sequence (P63096 whole entry, looked up): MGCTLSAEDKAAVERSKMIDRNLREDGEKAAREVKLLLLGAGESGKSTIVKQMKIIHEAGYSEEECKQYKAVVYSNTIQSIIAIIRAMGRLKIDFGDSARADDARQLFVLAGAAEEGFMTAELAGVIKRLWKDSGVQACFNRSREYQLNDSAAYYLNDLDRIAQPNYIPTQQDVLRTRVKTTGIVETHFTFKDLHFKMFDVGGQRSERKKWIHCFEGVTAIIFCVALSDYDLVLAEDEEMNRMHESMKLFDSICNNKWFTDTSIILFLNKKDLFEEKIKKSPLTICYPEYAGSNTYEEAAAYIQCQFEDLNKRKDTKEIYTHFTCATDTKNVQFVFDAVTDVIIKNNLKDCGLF
GAA inhib – qHTS Assay for Inhibitors of Human alpha-Glucosidase as a Potential Chaperone Treatment of Pompe Disease; purified human GAA, 4-MU-alpha-glucoside fluorescence; Potency, µM (highest dose often 76.9 µM), for inactives: at the highest dose activity change, negative = inhibition, usual class: inhibitors; 200,000 compounds, 0.005% hits; AID 1466, 2008;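 further: plate controls were uninhibited enzyme wells for no effect and no-enzyme background for full effect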
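Enzyme (4 nM final) mixed with compound (up to 77 uM), then 4-MU-alpha-D-pyranoside (400 uM final) added; 20 min at room temperature, pH 5.0. Reaction stopped at pH 10, fluorescence read, AC50 derived by Hill fit.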
JMJD2E inh – qHTS Assay for Inhibitors of Human Jumonji Domain Containing 2E (JMJD2E); Lysine-specific demethylase 4E (Homo sapiens), B2RXH2; JMJD2E catalytic domain, FDH-coupled NADH fluorescence (FDH is formaldehyde dehydrogenase); Potency, µM (titrated, usually from 57.1 µM), inactives show at the highest dose activity change, negative = inhibition, actives largely listed as inhibitors; 230,000 compounds, 1.6% hits; active means well fitted inhibition curve with a large enough effect, not every such curve was filed as active; inconclusive means small, poorly fitted or top-dose-only effect, or another doubt; inactive means no such curve, though single readings can be large or run the other way;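 further: 0% = wells with enzyme and -100% = buffer wells without enzyme; nearly all actives have a fitted effect of over 50% in size; many of its hits are not listed in these tables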
SMN2 splice up – qHTS Assay for Enhancers of SMN2 Splice Variant Expression; HEK293 SMN2-luciferase splicing reporter, luminescence, 30-36 h; Potency, µM (top dose mostly 46.1 µM), without a hit: at the top dose activity change, positive = activation, most hits filed as activators; 210,000 compounds, 2.8% hits; further: % of control where 0% means no effect; nearly all actives have a fitted effect of over 55% in size
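HEK293 cells carry an SMN2 minigene-luciferase reporter in which exon 7 inclusion puts luciferase in frame. Cells were seeded at 2000 cells/well, attached for 10-12 hours, then exposed to compounds for 30-36 hours at 37C before ONE-Glo luminescence.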
GAA spleen mod – qHTS Assay for Inhibitors and Activators of Human alpha-Glucosidase From Spleen Homogenate. Lysosomal alpha-glucosidase (Homo sapiens), P10253. human spleen homogenate, 4-MU-alpha-glucoside fluorescence. Potency, µM (top dose mostly 79.9 µM), for inactives: top-dose activity change, negative = inhibition, actives largely listed as inhibitors. 240,000 compounds, 0.006% hits. AID 2112, 2009;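 further: 0% = enzyme with vehicle and -100% = no enzyme basal signal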
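AC50 values come from Hill-equation fits of concentration-response data, normalized to no-enzyme and full-activity controls. Enzyme source: 1 ug human spleen homogenate; 1 mM fluorogenic 4-MU glucoside, pH 5.0 citrate buffer, 37 C, 40 min.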
GAA glycogen mod – qHTS Assay for Inhibitors and Activators of Human alpha-Glucosidase Cleavage of Glycogen; Lysosomal alpha-glucosidase (Homo sapiens), P10253; recombinant GAA, glycogen substrate, Amplex Red glucose oxidase fluorescence; Potency, µM (highest dose often 76.4 µM), for the others: top-dose activity change, negative = inhibition, most hits filed as inhibitors; 300,000 compounds, 0.38% hits;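 further: 0% = full enzyme reaction and -100% = no-enzyme basal signal; the screen sought inhibitors and activators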
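Natural-substrate format: glycogen cleavage by 4 nM human enzyme, glucose read by Amplex Red coupling (Ex 573, Em 610 nm). Normalized to enzyme and no-enzyme controls.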
aGal spleen mod – qHTS Assay for Inhibitors and Activators of Human alpha-Galactosidase From Spleen Homogenate. Alpha-galactosidase A (Homo sapiens), P06280. Potency, µM (doses to about 80 µM), for the others: at the highest dose activity change, negative = inhibition, usual class: inhibitors. human spleen homogenate, 4MU-alpha-Gal fluorescence, 40 min. 240,000 compounds, 0.008% hits;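 further: 0% = enzyme with vehicle and -100% = no enzyme basal signal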
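Human spleen homogenate (1 ug) was the enzyme source, with 4-methylumbelliferyl-alpha-D-galactopyranoside (1 mM final) in pH 5.0 citrate buffer with 0.01% Tween-20. Compounds were titrated; after 40 min at 37C, NaOH/glycine stop, 4-MU fluorescence read; AC50 from Hill fits.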
* marks the source's active call; other numbers are inactive results; u = inconclusive; x = no result given; & = joins results of further samples; [ ] = another dose, or the depositor's remark. Unless noted, the call rests on the fitted dose curve; in most records, active means well fitted curve in the direction sought with a large enough effect; inconclusive means small, poorly fitted or top-dose-only effect, or another doubt; inactive means no such curve, though single readings can be large; an effect the other way counts as inactive or inconclusive. Potency means the concentration at half of the fitted maximal effect.

Molecule	ALDH1A1 block	GoLoco inh red	GAA inhib	JMJD2E inh	SMN2 splice up	GAA spleen mod	GAA glycogen mod	aGal spleen mod
COc1cccc(Nc2ncc3nc(C)c(=O)n(C4CC4)c3n2)c1	18%	25%	x	x	x	0%	x	-1%
CC(C)=CCc1c(O)cc2oc3c(CC=C(C)C)c(O)c(O)c(CC=C(C)C)c3c(=O)c2c1O	x	9%	x	28µM*	x	7%	-19%	14%
CCOC(=O)C(C)S(=O)(=O)c1ccc(C(F)(F)F)cn1 (stereo not given)	-12%	1%	-8%	2%	9%	0%	3%	-2%
CCN(CC)S(=O)(=O)c1ccc(Cl)c(C(=O)Nc2cc(C)nn2-c2ccccc2C(F)(F)F)c1	u	-8%	2%	6%	-23%	-1%	6%	1%
O=C(COC(=O)C1CCN(S(=O)(=O)c2cccs2)CC1)c1ccc2c(c1)OCCO2	2%	3%	-6%	-1%	-2%	1%	-12%	6%
Clc1cccc(Cl)c1Cn1cc(Br)cn1	u	-5%	-4%	8%	-11%	8%	10%	4%
CCCC(=O)C1=C(O)C(C(=O)OC)C(C)(C)CC1=NCCCCCC(=O)O (stereo not given)	x	4%	x	3%	x	1%	3%	3%
COc1ccc(CCNc2nc(-c3cccnc3)cs2)cc1OC	3%	4%	9%	0%	-33%[inhibitor]	-11%	-1%	-4%
O=C(NCCN1CCCCCC1)C1CCC(CNS(=O)(=O)c2cccc3cccnc23)CC1 (stereo not given)	13µM*	3%	-8%	-22%	-9%	1%	14%	-6%
CC(C)NC(=O)COc1ccc(Cl)cc1Cl	10%	-4%	-1%	3%	-41%[inhibitor]	1%	-5%	7%

Some of the entries so far, with two lines to a compound:
The line under a structure holds: ALDH1A1 block	GoLoco inh red	GAA inhib	JMJD2E inh	SMN2 splice up	GAA spleen mod	GAA glycogen mod	aGal spleen mod
> Clc1cccc(Cl)c1Cn1cc(Br)cn1
  u	-5%	-4%	8%	-11%	8%	10%	4%
> O=C(NCCN1CCCCCC1)C1CCC(CNS(=O)(=O)c2cccc3cccnc23)CC1 (stereo not given)
  13µM*	3%	-8%	-22%	-9%	1%	14%	-6%

Going on with the list.
Molecule	ALDH1A1 block	GoLoco inh red	GAA inhib	JMJD2E inh	SMN2 splice up	GAA spleen mod	GAA glycogen mod	aGal spleen mod
O=C(NCc1ccccc1)C(c1ccc(F)cc1)N(Cc1ccco1)C(=O)c1ccccn1 (stereo not given)	10%	6%	-6%	-5%	2%	0%	-6%	1%
N#Cc1ccc(C(=O)CSc2n[nH]c(=O)n2Cc2ccco2)cc1	x	-1%	x	2%	x	0%	u	3%
COC(=O)CCC(=O)N1CCCC(CO)(Cc2ccccc2)C1 (stereo not given)	2%	6%	10%	-1%	14µM*	-2%	-6%	1%
COc1ccc(NC(=O)CN2C(=O)CSC(C)C2=O)cc1 (stereo not given)	9%	97%[activator]	8%	-8%	-1%	3%	-10%	-1%
CCN(CC)c1ccc(/C=N/Nc2nc(C)cc(C)n2)cc1	x	-6%	x	-7%	x	4%	11µM*	3%
Cc1ccc(OCCSc2cc(C)nc(N)n2)cc1	-1%	-4%	-8%	3%	-2%	-7%	2%	-8%
N/C(=N\OCc1ccc([N+](=O)[O-])cc1)c1ccccn1	4%	-2%	-10%	-8%	0.79µM*	-1%	5%	-1%
CCOC(=O)c1c(NC(=O)C(Sc2ccccc2)c2ccccc2)sc(C(N)=O)c1C (stereo not given)	14µM*	3%	-8%	1%	0%	-6%	-12%	-14%
NC(=O)CSc1nnc(CSc2ncccn2)n1-c1ccccc1	3%	-3%	-5%	7%	-3%	-3%	4%	2%
O=[N+]([O-])c1ccc(/C=N/NC(=S)Nc2ccccc2F)o1	u	5%	-2%	5%	5%	-2%	7%	-12%
CC1CCC(NC(=O)CN(C)S(=O)(=O)c2cnc[nH]2)CC1 (stereo not given)	6%	2%	-3%	3%	-18%	9%	-6%	2%
CC(Sc1nncn1C)C(=O)Nc1ccccc1-c1ccccc1 (stereo not given)	-1%	0%	0%	0%	6%	-5%	2%	1%
C=C1CC(C)OC(c2ccccc2OCC(O)CN2CCCCC2)C1 (stereo not given)	14%	-1%	-2%	4%	0%	-8%	5%	-9%
CC(C)NC(=O)C1CCN(C2CCN(CC3CC=CCC3)CC2)CC1 (stereo not given)	-3%	1%	9%	-2%	-16%	2%	-9%	6%
Cc1oc2cc(O)ccc2c(=O)c1-c1nncn1-c1ccccc1	u	77%[activator]	u	u	8%	-4%	-6%	-4%
CC(C)OP(=O)(OC(C)C)C(NC(=O)c1cccc([N+](=O)[O-])c1)C(N)=O (stereo not given)	1%	4%	-2%	5%	-5%	-3%	0%	5%
C=CCn1c(C)cc(C(=O)CSc2nc3ccccc3c(=O)[nH]2)c1C	u	71%[activator]	2%	-9%	-38%[inhibitor]	-1%	4%	1%
OCCN(CCO)c1ncnc2c1oc1ccc(Br)cc12	-9%	-11%	9%	-26%	4%	2%	15%	15%
CCOC(=O)c1cc(C(C)=O)n2ccccc12	0%	8%	-2%	0%	9%	-10%	-4%	-3%
COc1ccc(NS(=O)(=O)c2cccc(C(=O)NNC(=O)c3cc(C)oc3C)c2)cc1	-5%	-2%	3%	6%	1%	3%	2%	1%
O=c1nc2n(Cc3ccccc3)c3ccccc3cc-2c(=O)[nH]1	u	8%	u	u	6%	5%	-18%	7%
Cc1c(NC(=O)c2ccc3c(c2)OCO3)cccc1-c1nc2ncccc2o1	-14%	-3%	-6%	3%	-26%	-8%	u	5%
CCOC(=O)c1ccc(NC(=O)c2cc(S(=O)(=O)N3CCOCC3)ccc2O)cc1	-10%	-4%	-4%	u	-47%[inhibitor]	0%	-11%	2%
Cc1cccc(NC(=O)C2COc3ccccc3O2)n1 (stereo not given)	x	-11%	x	-1%	x	-5%	5%	-2%
NC(=O)NCC1CC1	10%&9%	-6%&2%	x	-11%&-5%	-6%	-13%&3%	-4%	8%&4%
O=C(Nc1ccccc1)N1CC[C@@]2(CCCN(C(=O)c3cc(C(F)(F)F)cc(C(F)(F)F)c3)C2)C1	2%	-4%	x	x	-11%	-1%	x	-1%
CC(=O)N1N=C(c2cccc([N+](=O)[O-])c2)OC1c1ccc(Cl)cc1Cl (stereo not given)	-3%	5%	-3%	-10%	u	5%	-4%	9%
C/C(=N\Nc1ccc([N+](=O)[O-])cc1)c1cccc(N)c1	-18%	13%	-1%	4%	u	-13%	-17%	-10%
O=C(Nc1ccccc1)c1cnc(-c2ccccc2)nc1-c1ccccc1	-19%	-25%	-12%	-1%	-11%	-1%	16%	4%
COc1ccc(CCN2C(=O)CC(NNC(=O)c3ccc(F)cc3)C2=O)cc1OC (stereo not given)	-5%	1%	u	13%	-23%	-2%	-16%	0%
Cc1cc(NC(=O)COC(=O)c2ccc(S(=O)(=O)N3CCCC3)cc2)no1	0%	7%	2%	-6%	25%	3%	4%	3%
Cc1ccc(-c2ccc(CCC(=O)O)n2CC(=O)O)cc1	u	35%[activator]	-1%	-8%	-8%	-1%	-3%	3%
CN(C)c1ccc(/C=N/NC(=O)CCCCCNC(=O)c2ccccc2)cc1	x	13%	x	u	x	-5%	10%	14%
CCCS(=O)(=O)N1CCCC(C(=O)NCCCN2CCN(c3ccccc3F)CC2)C1 (stereo not given)	0%	2%	-3%	2%	-20%	5%	5%	0%
O=C(Nc1nc(-c2cc(F)ccc2F)cs1)c1ccccn1	-2%	-1%	-6%	4%	-4%	8%	-3%	-8%
COc1cc(NC(=S)NCc2ccco2)c(OC)cc1Cl	u	10%	1%	-6%	17%	2%	u	-4%
COC(=O)C1CCN(C(c2cc(OC)c(OC)c(OC)c2)c2sc3nc(C)nn3c2O)CC1 (stereo not given)	-6%	8%	-4%	6%	-9%	5%	-6%	7%
COc1ccccc1NC(=S)N1CCC(c2nc3cc(C)c(C)cc3[nH]2)CC1	0%	13%	9%	10%	-1%	-3%	8%	9%
COc1ccc(CNC(=O)c2cc3c(=O)n4ccccc4nc3n(CC3CCCO3)c2=N)cc1 (stereo not given)	u	18%	3%	u	15%	5%	1%	6%
Cc1cc(C(=O)c2ccccc2)c(NC(=O)CN2CCOCC2)s1	1%	3%	-11%	8%	-24%	-1%	-4%	1%
Cc1nn(-c2ccc(F)cc2)c2sc(C(=O)OC3CCOC3=O)cc12 (stereo not given)	u	5%	-2%	u	-6%	-8%	-6%	-7%
COCCN(C)Cc1cn(-c2ccc(F)cc2F)nc1-c1ccccc1C	25µM*	18%	13%	0%	x	1%	u	6%
C/C(=N/NC(=O)c1ccc(Br)o1)C(C)C	-4%	9%	-1%	21%	6%	-2%	-2%	2%
O=C(N/N=C/c1ccc(OC(=O)c2ccc3c(c2)OCO3)cc1)c1cncc(Br)c1	1%	12%	5%	8%	5%	1%	10%	-2%
O=C(O)c1ccccc1C(=O)NCCc1c(C(=O)O)[nH]c2ccc(F)cc12	x	-2%	x	u	x	4%	4%	0%
COC(=O)c1cc(C(=O)OC)cc(N2C(=O)CC(N3CCN(c4ccccc4)CC3)C2=O)c1 (stereo not given)	32µM*	-3%	-7%	u	x	-20%	-3%	6%
O=C(NCc1ccco1)C(c1ccccc1F)N(CC1CCCO1)C(=O)Cn1nnc2ccccc21 (stereo not given)	3%	-1%	-5%	3%	-13%	-2%	1%	-8%

An excerpt; count on the stated rates, not on these rows.
